MEX-5 binding: C. elegans MEX-5 TCR-2 RNA binding activity; Q9XUB2; activity score (negative = inhibition of binding), % at 10 µM; AID 1832; 0.38% of 300,000 active; MEX-5/FITC-TCR2 RNA binding, fluorescence polarization; hits give low values;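 active = inhibition past about -25% in most replicates, and total fluorescence under double the plate's negative control median, limit read from the data; inconclusive = replicates evenly split on the limit, or fluorescence at least double controls; inactive = too little inhibition in most replicates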;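 note: 0% = DMSO and -100% = 5 µM competing unlabeled TCR2 RNA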
Target sequence (Q9XUB2 whole entry, looked up): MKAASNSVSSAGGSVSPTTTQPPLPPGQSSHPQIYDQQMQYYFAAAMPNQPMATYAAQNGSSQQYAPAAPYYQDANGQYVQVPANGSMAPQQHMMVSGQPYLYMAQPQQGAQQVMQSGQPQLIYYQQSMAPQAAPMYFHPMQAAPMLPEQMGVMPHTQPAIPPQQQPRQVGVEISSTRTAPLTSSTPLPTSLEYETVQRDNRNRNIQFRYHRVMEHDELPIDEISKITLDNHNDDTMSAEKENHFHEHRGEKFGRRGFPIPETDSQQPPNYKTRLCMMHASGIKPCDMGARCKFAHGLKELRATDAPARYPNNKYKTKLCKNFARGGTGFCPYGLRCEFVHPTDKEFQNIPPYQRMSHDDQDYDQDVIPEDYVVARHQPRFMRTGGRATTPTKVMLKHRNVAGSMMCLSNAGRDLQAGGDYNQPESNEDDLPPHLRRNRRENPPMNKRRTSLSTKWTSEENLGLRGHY
GLD-1 RNA inh: GLD-1-TGE RNA interaction inhibition (C. elegans) | 0.44% of 320,000 active | Q17339 | purified GLD-1 + fluorescein TGE RNA, fluorescence polarization | inhibition, % at 5.96 µM;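 active = percent inhibition above a per-plate cutoff, the plate mean of test compounds plus 3 SD, cut at about 30% in these data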;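 note: 0% = DMSO wells with GLD-1 and probe and 100% = wells lacking GLD-1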
Fam108B counter: Fam108B inhibition, counter-screen for RBBP9 inhibitors | 0.33% of 300,000 active | inhibition, % at 9.51 µM | AID 1947 | recombinant Fam108B, FP-Rh probe fluorescence polarization;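 active = inhibition above the screen mean inhibition plus 3 SD, computed separately per campaign, cut at about 18% in these data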;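 note: inhibitors lower polarization as less probe binds the enzyme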
Yeast superoxide: caloric restriction mimetics inhibiting age-related superoxide in yeast; S. cerevisiae aged cells, superoxide DHE fluorescence; hits give low values; superoxide response (% of plate mean), % at 10 µM; 0.18% of 330,000 active;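 active = superoxide response under a set limit, about three screen SD below normal, cut at about 65% in these data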;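 note: yeast aged for seven days with compound at 30 °C before DHE staining; 100% = average MFI of all compound-treated wells on the plate with controls excluded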
BCLXL inh: Bcl-xL (human) inhibition; GST-Bcl-xL / FITC-Bim BH3 peptide fluorescence polarization; Q07817; inhibition, % at 10.9 µM; 0.7% of 320,000 active;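 active = inhibition above the mean of all tested compounds plus 3 SD, cutoff set per campaign, cut at about 30% in these data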;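 note: 0% = DMSO wells and 100% = unlabeled Bim-BH3 peptide competitor; inhibitors lower millipolarization by displacing the labeled peptide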
Target sequence (Q07817 whole entry, looked up): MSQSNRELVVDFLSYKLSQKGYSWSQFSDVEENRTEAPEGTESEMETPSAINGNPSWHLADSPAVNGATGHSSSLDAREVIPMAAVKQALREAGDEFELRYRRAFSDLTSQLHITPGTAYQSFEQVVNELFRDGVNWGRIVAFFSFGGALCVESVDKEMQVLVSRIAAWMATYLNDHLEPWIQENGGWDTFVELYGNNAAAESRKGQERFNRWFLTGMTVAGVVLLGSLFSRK
EBNA-1 inhibitor: blocks EBNA-1 binding to DNA; EBNA-1 DNA binding, fluorescence polarization; inhibition, % at 14.8 µM; 0.34% of 300,000 active; AID 1950; in the data active = inhibition above about 28%
MCL1 BIM primary: disrupts human MCL1 binding to BIM-BH3 peptide; GST-MCL1 / FITC-Bim-BH3 fluorescence polarization; inhibition, % at 10.9 µM; 0.68% of 320,000 active; AID 2057;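 active = inhibition above the mean inhibition of all tested compounds plus 3 SD, set per campaign, cut at about 40% in these data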;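 note: 0% = DMSO wells and 100% = unlabeled Bim-BH3 peptide control; higher means more loss of mP so more displacement of Bim peptide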
Target sequence (Q07820 whole entry, looked up): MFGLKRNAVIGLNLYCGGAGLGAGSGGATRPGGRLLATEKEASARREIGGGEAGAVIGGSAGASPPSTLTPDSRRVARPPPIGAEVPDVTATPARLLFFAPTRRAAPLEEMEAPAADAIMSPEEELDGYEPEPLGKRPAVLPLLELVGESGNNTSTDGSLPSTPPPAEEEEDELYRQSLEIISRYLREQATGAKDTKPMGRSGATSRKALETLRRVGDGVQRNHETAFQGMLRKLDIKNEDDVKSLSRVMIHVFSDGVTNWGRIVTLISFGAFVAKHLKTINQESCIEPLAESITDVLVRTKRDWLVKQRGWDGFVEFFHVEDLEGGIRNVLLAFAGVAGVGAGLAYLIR
Efflux pump inh: inhibitors of Candida antifungal efflux pumps expressed in yeast; S. cerevisiae Candida pump triplex, Nile Red efflux; inhibition, % at 10 µM; 0.44% of 330,000 active; AID 485275;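 active = plate passing quality check with inhibition over a set limit, or well fluorescence over plate mean plus 4 SD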;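 note: Nile Red retained in pooled yeast measured as flow cytometry median fluorescence; 0% = buffer negative control and 100% = Enniatin B positive control; higher means more Nile Red kept so more efflux inhibition; some compounds called inactive have numbers as strong as hits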
ZTA DNA inh: blocks Epstein-Barr virus ZTA, an EBNA-1 counter-screen | inhibition, % at 11 µM | 0.15% of 320,000 active | ZTA-DNA binding, fluorescence polarization | P03206; in the data active = inhibition above about 33%
* marks the source's active call; other numbers are inactive results; u = inconclusive; x = no result given; & = joins results of further samples.

SMILES	MEX-5 binding	GLD-1 RNA inh	Fam108B counter	Yeast superoxide	BCLXL inh	EBNA-1 inhibitor	MCL1 BIM primary	Efflux pump inh	ZTA DNA inh
COc1ccc(-c2cnc(SCC(=O)Nc3cc(C)on3)n2Cc2ccco2)cc1	-1.0	-8	3	109	-1	-7	-4	0.3	20
NC(=O)c1ccsc1NC(=O)COC(=O)COc1ccccc1[N+](=O)[O-]	x	2	x	77	4	x	6	-0.1	-4
COc1cc(NC(=S)NC(C)=O)ccc1NC(=O)C(C)C	x	-5	5	112	5	1	4	0.6	9
CCCCCCn1c(N)c(C#N)c2ccc([N+](=O)[O-])cc2c1=O	-0.6	4	3	99	4	-2	0	0.1	2
Cc1ccc(S(=O)(=O)Nc2nc3ccccc3nc2N2CCN(c3ccccc3F)CC2)cc1	-2.7	8	4	96	2	1	3	0.2	17
COCCn1c(COc2ccc(OC)cc2)nc2ccccc21	1.3	4	-1	71	6	-4	4	-0.2	0
COC(=O)[C@H](Cc1c[nH]c2ccccc12)NC(=O)CCCc1c[nH]c2ccccc12	1.9	-2	5	103	-6	6	-13	-0.1	-8
O=S1(=O)[C@H]2C[C@@H]3C=C[C@@]2(CN1Cc1ccccc1F)O3	-6.4	8	-1	103	6	6	2	-0.1	12
O=C(O)CCC(=O)N1CCN(c2ncccn2)CC1	1.1	-4	-2	105	3	-6	0	-0.1	0
CN(CC(=O)Nc1ccc2c(c1)OCCO2)S(=O)(=O)c1cccc2cccnc12	1.3	-3	-2	97	0	0	-7	0.0	-5
O=C(c1ccccc1OCc1ccc(Cl)cc1)N1CCN(c2ccccn2)CC1	-0.1	5	3	100	7	-14	2	0.0	3
CN(c1ccccc1)S(=O)(=O)c1cccc(NC(=O)COc2ccccc2)c1	x	7	x	121	1	x	0	0.3	-1
COC(=O)CSc1n[nH]c(-c2ccncc2)n1	-6.3	4	-2	104	1	-2	-3	0.0	-1
COc1c([N+](=O)[O-])cc(C(=O)NNC(=O)c2ccc(C)cc2)cc1[N+](=O)[O-]	-3.2	10	2	125	16	-2	27	-0.1	-18
COc1ccc(N2C(=O)c3ccccc3NC2c2ccc(OC)c(CSc3ccccn3)c2)cc1 (stereo not drawn)	-0.3	0	-1	101	1	6	2	0.3	-3
CC1(C)CC2CC(C)(CN2C(=O)c2cc(-c3ccccc3O)on2)C1 (stereo not drawn)	-0.7	2	-10	87	7	11	9	0.1	13
O=C(CS(=O)(=O)c1ccccc1)Nc1ccccn1	0.6	3	-1	94	6	-6	-3	0.1	0
Fc1ccccc1N1CCN(CCCNc2ccc3nncn3n2)CC1	-1.6	1	2	91	2	3	1	-0.1	-7
O=c1oc2ccccc2cc1-c1nc(-c2cccs2)cs1	u	139*	-3	91	-4	4	6	2.0	10
CN1C(=O)NC(NC(=O)C2CCCCC2)(C(F)(F)F)C1=O (stereo not drawn)	-0.5	3	4	107	4	2	11	0.1	-5
O=C(O)c1cc(-c2ccc(Cl)cc2)n(-c2ccccc2)n1	0.3	4	0	98	4	-9	2	0.0	-10
COc1cc(C(=O)NNC(=O)C2CC2)cc(OC)c1OC	-0.4	-4	4	86	1	-1	-8	-0.1	2
Cc1ccc(C2N(c3ccc(F)cc3)C(=O)C3CCCN32)cc1 (stereo not drawn)	2.2	1	0	98	0	1	2	0.1	-3
O=C(CSc1nnc(-c2c[nH]c3ccccc23)o1)N1CCCCC1	-1.8	-5	1	88	2	-14	1	0.0	15
Cc1c([N+](=O)[O-])c([N+](=O)[O-])nn1CC(=O)NCc1cccnc1	-0.7	0	3	122	5	-2	-5	0.0	-4
Remaining list, next part
SMILES	MEX-5 binding	GLD-1 RNA inh	Fam108B counter	Yeast superoxide	BCLXL inh	EBNA-1 inhibitor	MCL1 BIM primary	Efflux pump inh	ZTA DNA inh
Nc1cccc(C(=O)NCCNC(=O)c2cccc(N)c2)c1	0.6	1	1	94	4	-1	-1	-1.1	-18
Cc1nc(C(=O)Nc2ccccc2)sc1C1(C)CC(c2cccnc2)=NO1 (stereo not drawn)	0.3	11	0	x	3	-7	7	x	-1
COCCN(C(=O)CC1C(=O)NCCN1Cc1ccc(-c2ccccc2)cc1)C(C)C (stereo not drawn)	1.6	9	4	94	12	3	5	-0.1	-10
CCN(c1ccccc1)S(=O)(=O)c1ccc(Cl)c(NC(=O)CSc2nncs2)c1	0.9	-3	1	121	7	-9	-1	0.4	-13
CCOC(=O)C(CC)(CC)C(=O)/C=C/c1cccc(Br)c1	-3.7	-5	4	108	-3	-7	-3	0.1	8
CSCCCNC(=O)c1ccccc1OC1CCN(S(C)(=O)=O)CC1	-0.9	4	-6	115	1	15	0	0.0	8
O=C(Nn1cnnc1)c1ccccc1F	-0.2	6	2	100	0	-20	0	0.4	-22
O=C(c1ccoc1)N1CCC2(CC1)Oc1ccc(Cl)cc1C(=O)C21CC(c2ccccc2)=NO1 (stereo not drawn)	1.9	6	1	102	4	0	2	0.0	-19
CC(=O)Nc1ccc(NC(=O)C2CCCN(S(=O)(=O)c3ccc(-n4cnnn4)cc3)C2)cc1 (stereo not drawn)	-0.8	-1	-1	86	5	-4	1	-0.4	-9
C=C(C)Cn1c(N2CCN(c3ccc(OC)cc3)CC2)nc2c1c(=O)n(C)c(=O)n2C	3.2	-6	1	98	5	2	2	0.0	-14
O=C(Cc1ccccc1)NNC(=O)C1CCCC1	0.8	2	-6	85	0	-19	-3	0.0	-5
COc1ccc(N2CCN(C(=O)c3cc4c(s3)-c3ccccc3OC4)CC2)cc1	-0.9	-4	2	103	4	9	1	0.0	13
O=C(Nc1ccc(N2CCCCC2)c(Cl)c1)c1ccc(N2CCOCC2)c([N+](=O)[O-])c1	-2.8	6	19*	95	1	8	-1	0.0	5
CC(C)(C)C(=O)NC1CCN(S(=O)(=O)c2ccc(C(F)(F)F)cc2)CC1	1.2	4	-3	124	7	6	5	0.0	-3
Cc1cc(Cl)ccc1NC(=O)CN1CCC(C(O)(c2ccccc2)c2ccccc2)CC1	1.0	4	-6	99	2	4	-4	0.0	5
CCCCC(=O)Nc1ccc(C(=O)N2CCC(C(=O)OCC)CC2)cc1	0.7	3	-3	112	6	-11	5	0.2	-4
Cc1sc2nc(COC(=O)c3cccc(S(=O)(=O)N(C)c4ccccc4)c3)[nH]c(=O)c2c1C	-6.1	-5	-25	104	39*	1	40	0.3	-5
CCOC(=O)N1CCC(N(CCN(C)C)C(=S)Nc2ccc(F)c(Cl)c2)CC1	-1.8	4	1	101	4	-1	16	0.0	-1
O=C(Nc1cccc(C(F)(F)F)c1)c1cccc(NS(=O)(=O)c2ccc(O)c(C(=O)O)c2)c1	-0.4	8	-21	107	6	4	1	-0.2	9
O=C(CSc1nc(-c2cccs2)nc2ccccc12)NC1CCS(=O)(=O)C1 (stereo not drawn)	x	2	x	103	-21	x	-69	0.0	-4
CN(c1nc2ccccc2nc1Cl)S(=O)(=O)c1ccccc1	2.9	3	2	90	5	-6	6	0.1	0
COc1cccc(-n2c(C)c3c(OC)cccc(=O)c3c2C)c1	-4.8	17	2	110	30	4	41*	-0.1	3
COc1cc(OC)cc(C(=O)Nc2ccc(S(=O)(=O)Nc3cc(C)nc(C)n3)cc2)c1	-3.8	-1	-2	88	9	6	8	0.0	12
CCCCc1nc2cc(C(=O)NCc3cc(C)n(C)n3)ccc2o1	4.0	3	-2	98	5	2	10	1.0	-12
Cc1ncc(S(=O)(=O)C(C)(C)C)c(N)n1	-1.4	5	-1	104	7	-2	2	0.1	10

An excerpt from above in order of the EBNA-1 inhibitor value, falling.
SMILES	EBNA-1 inhibitor
COCCN(C(=O)CC1C(=O)NCCN1Cc1ccc(-c2ccccc2)cc1)C(C)C (stereo not drawn)	3
CC(=O)Nc1ccc(NC(=O)C2CCCN(S(=O)(=O)c3ccc(-n4cnnn4)cc3)C2)cc1 (stereo not drawn)	-4
CCN(c1ccccc1)S(=O)(=O)c1ccc(Cl)c(NC(=O)CSc2nncs2)c1	-9

New compounds follow:
SMILES	MEX-5 binding	GLD-1 RNA inh	Fam108B counter	Yeast superoxide	BCLXL inh	EBNA-1 inhibitor	MCL1 BIM primary	Efflux pump inh	ZTA DNA inh
OCCN(CCO)CC(O)COc1ccc(Br)cc1 (stereo not drawn)	0.3&-0.6	-10&9	0&2	89&91	-2&-6	-5&-1	-5&-4	-0.1&0.0	-15&-9
CCN(CC)C(=O)Oc1ccccc1NC(C)=O	-0.4	5	3	97	-1	-3	-6	0.2	0
CC(=O)c1cnc(Nc2nc(C)c3ccc(C)cc3n2)nc1C	1.6	-2	1	104	3	1	2	0.0	2
CCOc1ccc(CN2CCCC(CO)(Cc3ccccc3F)C2)cc1 (stereo not drawn)	3.8	0	2	103	-1	1	8	-0.1	-2
CC(=O)CCc1c(C)[nH]c2ccc(NC(C)=O)cc2c1=O	-0.3	-5	-5	104	-2	5	3	0.1	-11
Clc1cnc(Nc2cccnc2)c(Cl)c1	-2.0	7	-6	92	5	13	3	0.0	20
O=C(CCNS(=O)(=O)c1ccc(Br)s1)NCc1ccccc1	-1.6	-5	-2	100	-1	10	-6	-0.2	7
COc1ccc(N(CC(=O)NCCOc2ccccc2)S(=O)(=O)c2ccc(C)cc2)cc1	0.8	-2	-1	95	-1	-6	5	0.1	3
O=C(c1ccco1)N1CCN(C(=O)c2ccc(COc3ccc(Cl)cc3Cl)o2)CC1	1.4	-9	1	97	6	13	12	0.3	2
CC(C)(C)c1cc(CN2CCOCC2)c(C(=O)O)o1	-1.0	2	-3	113	2	-6	1	-0.1	2
CCC(C)NS(=O)(=O)c1ccc(NC(=O)C(Sc2ccccc2)c2ccccc2)cc1 (stereo not drawn)	-4.1	-1	-42	104	-3	2	-2	-0.1	9
CC(C)(C)NC(=O)C(c1ccccn1)N(C(=O)c1csnn1)C1CCCC1 (stereo not drawn)	2.4	4	0	118	8	-13	8	0.0	2
CCc1ccc(-c2cc(C(=O)Nc3c(C)n(C)n(-c4ccccc4)c3=O)c3ccccc3n2)s1	-0.3	-8	1	88	0	4	-1	-0.1	8
CCOC(=O)N1CCc2c(sc(NC(=O)CN3CCOCC3)c2C#N)C1	-1.8	-1	6	116	5	0	9	0.0	-13
COc1ccc(C(=O)C2CCCN(C(=O)c3noc4c3CCCC4)C2)c(C)c1 (stereo not drawn)	0.0	-5	-5	99	1	-2	-1	0.1	-6
Cc1ccc(S(=O)(=O)Cn2cnnn2)cc1	-0.9	8	0	98	0	11	-5	0.0	-3
COc1ccc(-c2nc(CS(=O)(=O)CC(=O)NCc3ccccc3Br)c(C)o2)cc1	-1.2	-2	-3	117	0	-1	3	0.0	-3
O=C(c1ccc(Cl)nc1)c1cccs1	-1.0	8	0	128	4	3	4	0.2	11
Nc1cccc(C(=O)Nc2ccc(N)cc2Cl)c1	1.0	7	2	97	6	-4	7	0.1	-8
CCCCN(CC)CCNS(=O)(=O)c1ccc2c(c1)oc(=O)n2C	0.0	7	-1	101	-1	0	1	0.0	-8
CCN(CC)P(=O)(Nc1ccccc1Br)c1ccc(N(C)C)cc1NC(=O)c1ccco1 (stereo not drawn)	-2.8	-6	1	106	-2	1	0	0.0	-6
N#Cc1ccc(OCc2ccc(C(=O)O)o2)cc1	0.2	-1	0	97	4	-10	6	0.0	4
O=C1CCC[C@@H]2[C@H]3CCC[N+]4([O-])CCC[C@@H](CN12)[C@@H]34 (stereo partly drawn)	1.4	-3	-1	105	7	4	1	0.1	-14
CCCCc1nc2cc(C(=O)N3CCCC3)ccc2o1	-0.5	-2	1	98	8	-2	8	0.4	7
COCCSc1ccccc1C(=O)Nc1nnc(C)s1	0.4	3	-2	107	10	1	15	0.0	-11
c1ccc(CSc2ncnc3c2sc2nc(N4CCOCC4)c4c(c23)CCCC4)cc1	-1.3	4	1	88	6	5	0	0.4	11
